Source: PubChem BioAssay
Artemis endo inh: Artemis endonuclease inhibitors, primary screen, biochemical, fluorescence intensity, FAM/BHQ-1 hairpin substrate; inhibition, % at 10 µM; Protein artemis (Homo sapiens), Q96SD1; actives 0.78% (n = 30,000); AID 686954, 2013; recombinant Artemis, quenched FAM hairpin cleavage fluorescence;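 active = at 10 µM dose, at least 30% inhibition, measured as corrected fluorescence normalized to stimulator and neutral control wells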
Target sequence (Q96SD1 whole entry, looked up): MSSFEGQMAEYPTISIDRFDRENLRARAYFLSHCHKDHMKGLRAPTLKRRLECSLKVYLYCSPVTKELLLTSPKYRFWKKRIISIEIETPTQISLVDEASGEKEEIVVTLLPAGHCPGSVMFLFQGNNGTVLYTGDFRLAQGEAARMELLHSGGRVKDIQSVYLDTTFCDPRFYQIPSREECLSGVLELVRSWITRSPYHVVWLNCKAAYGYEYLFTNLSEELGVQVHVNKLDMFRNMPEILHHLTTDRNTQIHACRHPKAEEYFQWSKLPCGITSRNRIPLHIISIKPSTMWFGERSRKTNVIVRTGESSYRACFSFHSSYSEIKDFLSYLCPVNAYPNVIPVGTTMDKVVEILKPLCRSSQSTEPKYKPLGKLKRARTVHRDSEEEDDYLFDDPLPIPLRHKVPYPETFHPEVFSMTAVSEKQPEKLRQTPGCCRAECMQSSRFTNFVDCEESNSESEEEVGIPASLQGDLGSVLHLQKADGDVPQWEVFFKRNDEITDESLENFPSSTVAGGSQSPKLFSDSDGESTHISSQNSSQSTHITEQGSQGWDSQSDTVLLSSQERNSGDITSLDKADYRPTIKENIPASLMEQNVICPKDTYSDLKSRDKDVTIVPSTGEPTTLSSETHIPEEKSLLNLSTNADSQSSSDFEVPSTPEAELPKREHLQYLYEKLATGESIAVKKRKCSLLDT
Active calls of the source: *.

SMILES | Artemis endo inh
COc1cccc(-c2nnc(SCCOc3ccc4c(C)cc(=O)oc4c3)o2)c1 | 2.4
Cc1c(C(=O)NC(C)c2ccccc2)c(-c2ccccc2)nn1-c1ccccc1 (configuration not stated) | 0.3
CCOc1ccc(OCC)c(NC(=O)C2CCCN(S(=O)(=O)c3c(C)noc3C)C2)c1 (configuration not stated) | 4.8
COc1ccc2[nH]c(=O)c(CN(Cc3ccco3)C(=O)c3ccccc3)cc2c1 | 3.7
C=CCn1c(CSCc2ccccc2)nnc1SCC(=O)NCc1ccccc1 | -9.0
N=c1c(S(=O)(=O)c2ccccc2)cc2c(=O)n3ccccc3nc2n1Cc1ccco1 | 16.6
CCCCN(C(=O)CNC(=O)c1cccs1)C(C(=O)NC1CCCCC1)c1cccnc1 (configuration not stated) | 5.3
O=C(C(c1ccccc1)c1ccccc1)N1CCN(Cc2ccccn2)CC1 | -2.7
CC(=O)NC12CC3CC(C1)CC(C(=O)OCC(=O)c1ccc4c(c1)OCCO4)(C3)C2 | 7.0
Cc1occc1C(=O)Nc1cccc(/C=C/C(=O)O)c1 | 2.7
Cc1ccc(S(=O)(=O)CCc2nc3ccccc3n2CCC#N)cc1 | -10.0
COc1ccc(/C=N/NC(=O)c2nc(Cl)c(Cl)c(N)c2Cl)cc1COc1ccccc1F | 1.1
COc1ccc(N2C(=O)CC(N3CCN(c4ccc(S(=O)(=O)N5CCCC5)cc4)CC3)C2=O)cc1 (configuration not stated) | -0.2
CCCCn1c(SCC(=O)c2ccc(OCC)cc2)nc2cc(S(N)(=O)=O)ccc21 | -4.9
O=C(N/N=C\c1ccccc1)c1sccc1-n1cccc1 | 1.1
Cc1nc(/C=[N+](\[O-])C(C)(C)/C=N/O)n(O)c1C | -2.6
FC(F)C(F)(F)C1=CC(c2ccccc2)=NCCN1 | -2.7
CC(=O)C1=C(O)C(=O)N(c2nccs2)C1c1ccccc1 (configuration not stated) | -5.5
Nn1c(SCC(=O)NC2CCCCC2)nnc1-c1ccccc1 | 4.7
CCC(CO)N=CC1=C(O)CC(C)(C)CC1=O (configuration not stated) | 2.4
CS/C(=N\S(=O)(=O)c1cccs1)NC(=O)CSc1nc2ccccc2s1 | 28.3
Cc1c(NC(=O)c2c(F)cccc2F)c(=O)n(-c2ccccc2)n1C | -8.6
O=C(c1cc2sccc2n1Cc1ccccc1)N1CCCc2ccccc21 | 9.7
CCc1nc(OCC(=O)c2ccccc2)c(C#N)c2c1COC(C)(C)C2 | 8.2
C=C(C)COc1ccc(-c2n[nH]c(C)c2-c2ccccc2OC)c(O)c1 | -4.3
COc1ccc(C(=O)OCC(=O)c2cc(OC)ccc2OC)c(OC)c1 | 0.5
Cc1ccc2[nH]c(=O)c(CN(C)C(=O)c3ccccn3)cc2c1 | -2.9
O=C(CCCCCN1C(=O)c2ccccc2C1=O)Nc1ccc2c(c1)OCCO2 | 8.1
Cc1nn(-c2ccccc2)c2sc(C(=O)N3CCCCC3)cc12 | 10.3
O=S(=O)(NCc1ccco1)N1CCCCCC1 | -0.8
C=CCS/C(=N\n1cnc2ccccc2c1=O)N(CC)CC | 2.7
Cn1nnnc1SCC(=O)c1ccco1 | -2.7
COc1ccc(N(C(=O)c2ccc(F)cc2)C2=CC3CCC(C2)N3C)cc1 (configuration not stated) | -2.2
COc1ccccc1CNC(=O)C1CCCN(S(=O)(=O)c2c(C)[nH]c(=O)[nH]c2=O)C1 (configuration not stated) | -4.8
CN(c1ccc(C(=O)Nc2cccnc2)cc1)S(C)(=O)=O | -2.9
O=C(NCCOc1nc(N2CCOCC2)nc(N2CCOCC2)n1)Nc1ccccc1 | -10.1
Cc1ccc(Oc2nnc(-c3ccccc3)cc2C#N)cc1 | -1.0
COc1ccc(C=NCCCN2CCOCC2)cc1 | -11.6
COc1ccc(C2Nc3ccccc3C(=O)N2Cc2ccco2)cc1COc1ccccc1F (configuration not stated) | 10.8
Cc1cc(C(F)(F)F)c2sc(N)nc2n1 | -2.6
CCOC(=O)C1=C(C)NC(SC)=NC1c1ccc(OC)cc1 (configuration not stated) | -7.4
Cc1noc(C)c1COC(=O)CCCc1nc2ccccc2s1 | 7.1
CC1=C(C(=O)Nc2ccccc2)C(c2ccccn2)n2ncnc2N1 (configuration not stated) | -8.0
CCOC(=O)c1ccc(NC(=O)C2C3C=CC(C3)C2C(=O)O)cc1 (configuration not stated) | -3.8
O=C(CNc1ccc(Oc2ccccc2)cc1)N1CCOCC1 | -3.0
Cc1ccc2c(c1)Sc1ccccc1CC2=O | 4.2
CN(C)c1ccc(NC(=O)CN2CCN(CC(=O)Nc3ccc(F)cc3)CC2)cc1 | -0.2
CCCN1CCN(C(=O)CCCNC(=O)Cn2cnc3sc(C)c(C)c3c2=O)CC1 | 2.1
CN(C)c1ccc(C(c2nnnn2C(C)(C)C)N2CCN(C(=O)c3ccco3)CC2)cc1 (configuration not stated) | -0.8
CCCCCc1nc(N)c(C#N)c(-c2ccco2)c1CCCC | 0.1
Cc1cc(C)n(/N=C/c2cccc(O)c2)c(=O)c1C(N)=O | -1.1
CCOc1ccc(-c2nnn(CC(=O)N3CCCC3)n2)cc1OCC | -0.9
Cc1cc(=O)oc2n[nH]c(-c3ccccc3)c12 | -0.2
Cn1cc(C(=O)Nc2ccc(F)c(F)c2)cn1 | 8.3
Cn1c(=O)c2c(ncn2CC(=O)N2CCN(c3cccc(Cl)c3)CC2)n(C)c1=O | -9.1
COc1ccc(-c2cc3ccccc3oc2=O)cc1NC(=O)c1ccc(Br)o1 | 2.1
CCOC(=O)/C(C#N)=C/c1ccc(OCC(=O)Nc2ccccc2)c(OC)c1 | -3.9
CCOC(=O)C1CCCN(C(=O)CC(c2ccccc2)c2ccccc2)C1 (configuration not stated) | -6.1
COc1cc(-c2nc3ccc4ccccc4c3c3c2CCC3)cc(OC)c1OC | 3.4
CC(CCc1ccccc1)NC(=O)CSc1nccc(=O)[nH]1 (configuration not stated) | 1.6

Part of the list above in order of count of non-hydrogen atoms, lowest first.
SMILES | Artemis endo inh
Cc1cc(C(F)(F)F)c2sc(N)nc2n1 | -2.6
Cn1cc(C(=O)Nc2ccc(F)c(F)c2)cn1 | 8.3
COc1ccc(C=NCCCN2CCOCC2)cc1 | -11.6
CN(c1ccc(C(=O)Nc2cccnc2)cc1)S(C)(=O)=O | -2.9
CC(CCc1ccccc1)NC(=O)CSc1nccc(=O)[nH]1 (configuration not stated) | 1.6
O=C(CNc1ccc(Oc2ccccc2)cc1)N1CCOCC1 | -3.0
CCOC(=O)c1ccc(NC(=O)C2C3C=CC(C3)C2C(=O)O)cc1 (configuration not stated) | -3.8
CCOc1ccc(-c2nnn(CC(=O)N3CCCC3)n2)cc1OCC | -0.9
COc1ccc(N(C(=O)c2ccc(F)cc2)C2=CC3CCC(C2)N3C)cc1 (configuration not stated) | -2.2
CCOC(=O)/C(C#N)=C/c1ccc(OCC(=O)Nc2ccccc2)c(OC)c1 | -3.9
Cn1c(=O)c2c(ncn2CC(=O)N2CCN(c3cccc(Cl)c3)CC2)n(C)c1=O | -9.1
COc1ccccc1CNC(=O)C1CCCN(S(=O)(=O)c2c(C)[nH]c(=O)[nH]c2=O)C1 (configuration not stated) | -4.8
O=C(NCCOc1nc(N2CCOCC2)nc(N2CCOCC2)n1)Nc1ccccc1 | -10.1
CN(C)c1ccc(C(c2nnnn2C(C)(C)C)N2CCN(C(=O)c3ccco3)CC2)cc1 (configuration not stated) | -0.8
COc1ccc(C2Nc3ccccc3C(=O)N2Cc2ccco2)cc1COc1ccccc1F (configuration not stated) | 10.8

(list continues)
SMILES | Artemis endo inh
CN(C)CCOC(=O)c1cccc(Br)c1 | 0.1
CS(=O)(=O)c1ccc(Cl)c(NC(=O)COC(=O)CNC(=O)c2ccc(Br)o2)c1 | -6.1
CCOC(=O)C1=C(C)Nc2ncnn2C1c1ccccc1F (configuration not stated) | 5.8
CC1=CCC2C(=O)N(c3cc(C)on3)C(=O)C2C1 (configuration not stated) | -0.6
COc1ccccc1/C=C/C=N/N1CCN(Cc2cccc3ccccc23)CC1 | 3.8
COc1cccc(NC(=O)c2nn(C)cc2Br)c1 | 0.9
CCOC(=O)c1sc(NC(=O)CSc2n[nH]c(-c3ccncc3)n2)c(C#N)c1C | 9.3
Nc1cc(Cl)nc(N/N=C/c2ccccc2[N+](=O)[O-])n1 | 0.5
O=C(O)c1cccn2c(=O)c3ccccc3nc12 | -1.3
CCCCn1c(CN(Cc2ccccc2)Cc2ccccc2)nc2c1c(=O)n(C)c(=O)n2C | 12.7
CCCC(=O)c1ccc(N2CCCCCC2)c(F)c1 | 0.2
COc1cccc(C(=O)N2CCSC2=S)c1 | -6.5
Cc1ccc(C(=O)N/C(N)=N/c2nc3ccccc3o2)cc1 | 1.9
OCCNc1ncnc2ccc(Br)cc12 | -6.6
O=C(NCCN1CCOCC1)C1CCC(=O)N1Cc1ccccc1Cl (configuration not stated) | -7.8
c1ccc(Cc2nnc(N3CCOCC3)c3ccccc23)cc1 | 0.6
CCOC(=O)c1cc(C)sc1NC(=S)Nc1ccccc1 | 5.7
Cn1c(=O)[nH]c(=O)c2c1ncn2CCCc1ccccc1 | 3.5
OC(CNCCc1ccc(Cl)cc1)COCc1ccco1 (configuration not stated) | 3.1
CC(C)COc1ccc(C(=O)OCCN2CCOCC2)c(O)c1 | 3.9
COc1ccc(S(=O)(=O)N2CCCCCC2)cc1C(=O)OCC(=O)NC(N)=O | 2.2
CC1CN(Cc2nc3c(c(=O)n(C)c(=O)n3C)n2CCc2ccccc2)CC(C)O1 (configuration not stated) | -4.9
CCCN(CCC)C(=O)Cn1c(=O)n(CCCCC(=O)NCc2ccco2)c(=O)c2ccccc21 | 3.0
CCCCNC(=O)Nc1ccccn1 | -6.0
O=C(Cc1cccs1)N1CCN(c2ccccn2)CC1 | 1.3
CC(C)C(c1nnnn1Cc1ccccc1)N1CCN(Cc2ccco2)CC1 (configuration not stated) | -1.1
CCOC(=O)c1nn(-c2cccc(OC)c2)c(-c2ccccc2)c1C(=O)c1ccccc1 | -1.5
Cc1c(N(C)C(=O)C23CC4CC(CC(C4)C2)C3)c(=O)n(-c2ccccc2)n1C | -8.0
O=C(Nc1ccccn1)c1cccnc1 | -5.7
COc1ccc(C2C(C(C)=O)=C(C)N=c3s/c(=C\c4ccc5c(c4)OCO5)c(=O)n32)c(OC)c1 (configuration not stated) | 10.4
CC(=C/C(=O)O)/C=C/c1cccs1 | -10.1
Cc1cccc(N(C(=O)Cn2nnc3ccccc32)C(C(=O)NCc2ccco2)c2ccncc2)c1 (configuration not stated) | -1.9
CCOC(=O)CC1C(=O)NCCN1C(=O)c1cccc(C(F)(F)F)c1 (configuration not stated) | 3.5
COc1cccc2cc(C(=O)NCC3CCCO3)c(=O)oc12 (configuration not stated) | -8.8
CCN(CC(=O)Nc1c(C(=O)OC)[nH]c2ccc(Cl)cc12)c1ccc2c(c1)OCO2 | 4.1
CCOC(=O)c1cc(OCC(=O)NC(C)C(C)C)cc(C(=O)OCC)c1 (configuration not stated) | -3.7
CCOc1ccc2[nH]c(=O)c(CN(CCO)C(=O)c3ccc(F)cc3)cc2c1 | -4.3
Cc1cc(=O)oc(C)c1C(=O)Nc1cnc2ccccc2c1 | -11.1
CN(C/C(O)=C(\C#N)c1ccccc1)C1CCCCC1 | -6.8
C=CCOc1ccc(C(=O)NC2CCCCC2)cc1 | -6.6
O=C1CCCc2c1cc(C(=O)NC1CCSC1=O)c(=O)n2-c1ccccc1 (configuration not stated) | -2.6
C=CCn1c(SCC(=O)c2ccccc2)nnc1-c1ccc2c(c1)OCO2 | -4.5
CCOc1ccc(OCC)c(NC(=O)CN2CCN(CC)CC2)c1 | -1.8
Cc1c(C(=O)N2CCCCCC2)nnn1-c1nonc1N | -2.1
CC(OC(=O)c1ccncc1)C(=O)Nc1cccc(Cl)c1 (configuration not stated) | -6.7
CCN1C(=O)N(CC)C(O)(c2ccccc2)C1(O)c1ccccc1 (configuration not stated) | -3.9
CCC(=O)N(CCC(Cc1ccccc1)c1ccc2c(c1)OCO2)Cc1ccccc1F (configuration not stated) | 6.0
O=C(Oc1cc(-c2ccccc2)no1)c1cccc(C(F)(F)F)c1 | -2.9
Cc1cc(N2C(=O)C(O)=C(C(=O)c3ccc(C)o3)C2c2cccs2)no1 (configuration not stated) | 15.8
COP(=O)(/C=C/c1ccccc1)C(O)c1ccc(F)cc1 (configuration not stated) | 5.7
CCNc1cc2oc(=O)c(CN3CCOCC3)c(C)c2cc1C | -1.1
Cc1ccccc1NS(=O)(=O)c1ccc(OCC(=O)NCc2ccco2)cc1 | 1.6
COCCCn1c(Cc2csc(Nc3ccc(F)cc3)n2)nnc1SCC(N)=O | -0.4
CCNC(=O)CN1C(=O)NC(CCc2ccccc2)C1=O (configuration not stated) | -10.8
Cc1cc(C)c2cc(C#N)c(N3CCCC3)nc2c1 | 12.2
Cn1c(=N)n(CC(O)c2ccccc2)c2ccccc21 (configuration not stated) | -2.2
Cc1cc(SCCC(=O)O)nc2ccccc12 | -4.5
Cc1ccc(Oc2cc(N3CCOCC3)nc(-c3ccccc3)n2)cc1 | -1.9
CCOc1ccc(Cl)cc1S(=O)(=O)n1nnc2ccccc21 | 1.6
CCN(CC)CCNC(=O)c1ccc(Cl)c(S(=O)(=O)Nc2ccccc2OC)c1 | -6.4
CCC1(CC)NC(=O)NC1=O | -4.0
COC(=O)[C@H](C)NC(=O)Nc1ccc(OC)cc1OC | -0.6
CC(Oc1ccc(-c2ccccc2)cc1)C(=O)N1CCOCC1 (configuration not stated) | -14.7

2 entries from above in a different format:
> CC(=C/C(=O)O)/C=C/c1cccs1
  Artemis endo inh = -10.1

> CCOc1ccc2[nH]c(=O)c(CN(CCO)C(=O)c3ccc(F)cc3)cc2c1
  Artemis endo inh = -4.3

A portion of the library; rates above refer to the full screens.
